From PubChem
EBNA-1 inhibitor: blocks EBNA-1 binding to DNA. EBNA-1 DNA binding, fluorescence polarization. inhibition, % at 14.8 µM. 0.34% of 300,000 active; in the data active = inhibition above about 28%
ZTA DNA inh: ZTA (EBV) inhibition in EBNA-1 counter-screen. P03206. inhibition, % at 11 µM. 0.15% of 320,000 active. ZTA-DNA binding, fluorescence polarization; in the data active = inhibition above about 33%
PAFAH2 inh: inhibitors of human PAFAH2. Q99487. recombinant PAFAH2, FP-rhodamine activity probe, fluorescence polarization. inhibition, % at 3.39 µM. 0.99% of 340,000 active. AID 492956;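 active = inhibition above the mean over all tested compounds plus 3 SD, cut at about 30% in these data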;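 note: inhibitors block probe labeling of enzyme so polarization drops; 0% = enzyme with DMSO and 100% = wells lacking PAFAH2 protein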
LYPLA1 inh: blocks human lysophospholipase 1, a PME1 counter-screen. recombinant LYPLA1, FP-Rh probe fluorescence polarization. 0.16% of 320,000 active. inhibition, % at 5.9 µM. AID 2174;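 active = inhibition above the mean of all tested compounds plus 3 SD, set per campaign, cut at about 14% in these data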;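 note: inhibitors block serine hydrolase probe labeling of LYPLA1 so polarization falls; 0% = enzyme with DMSO and 100% = wells lacking LYPLA1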
PAFAH1B3 FP inh: PAFAH1B3 (human) inhibition; recombinant PAFAH1B3, FP-rhodamine probe, fluorescence polarization; inhibition, % at 3.39 µM; 0.28% of 340,000 active; AID 492972;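 active = inhibition above the screen-wide average of all tested compounds plus 3 SD, cut at about 25% in these data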;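 note: 0% = enzyme with DMSO only and 100% = wells lacking PAFAH1B3 protein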
GSTO1 inh: counter-screen for RBBP9 inhibitors: inhibitors of human GSTO1; P78417; recombinant GSTO1, activity-based probe fluorescence polarization; inhibition, % at 5.96 µM; 1.1% of 300,000 active;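 active = inhibition above the campaign mean inhibition plus 3 SD, cut at about 35% in these data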;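 note: 0% = GSTO1-1 with DMSO and 100% = wells lacking GSTO1-1 enzyme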
PREPL inh: inhibitors of human prolyl oligopeptidase-like enzyme PREPL; AID 2751; Q4J6C6; recombinant PREPL, fluorescence polarization activity-based probe; inhibition, % at 5.96 µM; 0.68% of 320,000 active; in the data active = inhibition above about 43%;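 note: 0% = enzyme with DMSO and 100% = wells lacking enzyme; many of its hits are not listed in these tables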
Target sequence (Q4J6C6 whole entry, looked up): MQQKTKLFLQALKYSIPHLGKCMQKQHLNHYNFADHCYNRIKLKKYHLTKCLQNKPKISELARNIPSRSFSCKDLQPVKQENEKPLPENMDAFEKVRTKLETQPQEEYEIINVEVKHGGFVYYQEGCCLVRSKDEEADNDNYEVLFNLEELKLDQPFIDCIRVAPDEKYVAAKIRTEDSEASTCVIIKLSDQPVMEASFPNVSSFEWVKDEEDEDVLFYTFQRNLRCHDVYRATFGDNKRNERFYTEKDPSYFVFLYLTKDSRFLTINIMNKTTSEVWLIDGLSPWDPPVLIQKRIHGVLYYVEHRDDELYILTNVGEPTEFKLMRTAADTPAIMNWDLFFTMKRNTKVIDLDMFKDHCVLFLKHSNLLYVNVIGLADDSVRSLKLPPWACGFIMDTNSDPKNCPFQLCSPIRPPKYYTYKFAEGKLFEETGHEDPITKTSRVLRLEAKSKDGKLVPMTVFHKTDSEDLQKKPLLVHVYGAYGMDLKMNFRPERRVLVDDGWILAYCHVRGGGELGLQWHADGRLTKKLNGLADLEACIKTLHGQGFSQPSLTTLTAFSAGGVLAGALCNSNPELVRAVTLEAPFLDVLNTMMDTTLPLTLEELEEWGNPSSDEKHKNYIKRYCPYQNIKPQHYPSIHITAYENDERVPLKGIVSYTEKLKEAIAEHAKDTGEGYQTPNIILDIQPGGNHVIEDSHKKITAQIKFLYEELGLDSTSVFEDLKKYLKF
LYPLA2 counter: blocks human lysophospholipase 2, a PME1 counter-screen. O95372. recombinant LYPLA2, FP-Rh probe fluorescence polarization. inhibition, % at 5.9 µM. 0.38% of 320,000 active;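 active = inhibition above the screen-wide mean plus 3 SD, limit set per campaign, cut at about 26% in these data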;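 note: 0% = LYPLA2 with DMSO and 100% = wells lacking LYPLA2 enzyme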
Target sequence (O95372 whole entry, looked up): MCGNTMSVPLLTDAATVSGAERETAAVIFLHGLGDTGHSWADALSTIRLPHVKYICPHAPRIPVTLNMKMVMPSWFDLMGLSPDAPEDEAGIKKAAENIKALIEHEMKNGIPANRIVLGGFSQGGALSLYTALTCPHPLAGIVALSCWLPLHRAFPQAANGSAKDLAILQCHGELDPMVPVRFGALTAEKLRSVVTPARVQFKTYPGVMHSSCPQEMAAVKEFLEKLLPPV
PAD4 inh: blocks human protein arginine deiminase 4; recombinant PAD4, RCA probe fluorescence polarization; inhibition, % at 6.36 µM; 0.41% of 330,000 active;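 active = percent inhibition above a cutoff equal to the mean of all tested compounds plus 3 SD, cut at about 15% in these data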;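 note: 0% = PAD4 with RCA probe and DMSO and 100% = probe without PAD4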
Numbers without * were called inactive; . = no result given. The list is partial, so the mix of outcomes need not match the whole.

SMILES	EBNA-1 inhibitor	ZTA DNA inh	PAFAH2 inh	LYPLA1 inh	PAFAH1B3 FP inh	GSTO1 inh	PREPL inh	LYPLA2 counter	PAD4 inh
COc1ccc(CNn2cnnc2)c(O)c1	-3.6	2.4	2.2	-5.4	3.0	2.5	-8.5	-3.7	2.0
COc1ccc(CN2C(=O)c3cccnc3C2Nc2cc(Cl)c(OC)cc2OC)cc1 (stereo not drawn)	1.5	-10.4	9.5	-6.6	1.5	4.1	16.8	-1.4	-3.0
Cc1ccc([C@@H]2CC=C(C(=O)O)[C@H](c3cccc(Cl)c3)N2S(=O)(=O)c2ccccc2C)cc1	.	.	6.6	.	1.4	.	-1.9	.	-0.8
COc1cccc(/C=N/NC(=O)C(C)n2nnc3ccccc32)c1 (stereo not drawn)	0.6	11.9	-2.1	1.3	4.9	0.7	-20.0	-2.6	0.0
Cc1noc(C)c1COC(=O)c1cc(=O)[nH]c2ccccc12	-2.2	-2.6	0.7	1.5	0.3	7.4	8.2	4.8	-3.5
O=c1oc2ccccc2n1CCCCCn1c(=O)oc2ccccc21	-10.9	-4.1	-2.2	-3.7	2.7	-3.7	-9.7	-2.2	-6.0
O=C(Nc1ccc(C(F)(F)F)cc1)C1CCN(S(=O)(=O)c2ccc(N3CCCC3=O)cc2)CC1	-18.9	-3.5	-1.7	-2.6	0.1	-3.5	8.7	-5.5	-3.6
Cc1ccc(NC(=O)/C=C/c2ccc3c(c2)OCO3)cc1S(=O)(=O)N1CCOCC1	-8.7	-6.5	1.2	-20.2	3.7	-10.0	3.8	-28.9	-3.9
O=C(NCC(c1cccs1)N1CCOCC1)c1ccccc1NS(=O)(=O)c1cc([N+](=O)[O-])ccc1Cl (stereo not drawn)	-8.9	-12.4	13.0	0.5	5.1	-1.0	-6.8	4.3	-8.8
O=S(=O)(c1cc(C(F)(F)F)ccc1Cl)N1CCCCCC1	-3.4	-20.9	0.0	3.5	-2.3	-1.1	3.9	1.6	-1.3
CCOC(=O)c1ccc(NC(=S)N(CCCN2CCCC2)Cc2cccs2)cc1	-10.1	-9.7	6.7	-0.9	6.2	6.4	-3.2	0.4	-4.1
CCC(C(=O)NC1CCCC1)N(C(=O)Cn1nnc(-c2ccc(C)o2)n1)c1cccc(OC)c1 (stereo not drawn)	-8.4	2.7	-9.7	1.6	4.8	0.5	3.2	-2.6	2.5
O=C1Nc2ccccc2OC1CC(=O)N1CCCC1 (stereo not drawn)	9.2	-4.7	1.8	3.4	5.3	2.7	5.7	9.7	1.4
COc1ccccc1CNC(=O)CSc1ccc(C)cc1	6.8	16.0	7.1	2.9	10.4	-1.4	-13.1	-1.4	0.8
C/C(=N\NC(=S)NCc1ccccc1)c1ccc2ccccc2c1OC(F)F	6.8	3.4	-12.8	-1.5	0.5	-12.1	-22.1	-11.4	-3.1
CCOc1ccc(/C=N/n2c(-c3ccccc3)n[nH]c2=S)cc1	-11.1	-14.2	-3.4	-0.2	14.4	11.9	11.9	8.8	4.8
Cc1ccc(C)c(NS(=O)(=O)c2ccc3c(c2)Cc2cc(S(=O)(=O)Nc4cc(C)ccc4C)ccc2-3)c1	16.8	16.1	-3.6	-2.3	3.7	-9.5	-7.8	0.3	-4.9
COc1ccc(NS(=O)(=O)c2cc(NC(=O)[C@@H](NC(=O)c3ccccc3)C(C)C)ccc2C)cc1	-6.4	-0.1	-10.0	-9.0	-7.9	2.3	4.5	-13.2	3.3
CCOC(=O)c1sc(N=NC2=C(O)CCCC2=O)c(C(=O)OCC)c1C	-1.2	-2.0	10.1	-7.0	1.7	34.7	22.1	-1.8	-4.4
CC(=O)Nc1ccc(N/C=C(\C=O)c2nc3ccccc3o2)cc1	6.5	3.5	0.6	-1.5	14.9	0.4	1.1	-9.0	-8.6
CCCN(C(=O)c1cc(-c2ccco2)nc2ccccc12)c1c(N)n(Cc2ccccc2)c(=O)[nH]c1=O	2.3	15.8	11.1	-1.1	5.8	15.7	1.2	-0.9	1.3
CCC(C)c1ccc(NC(=O)N2CCN(C(=O)C3CCCO3)CC2)cc1 (stereo not drawn)	-0.2	5.4	-7.3	1.2	-9.0	-2.4	-6.2	1.7	-1.7
CN(C)S(=O)(=O)c1ccc(C(=O)N2CCN(C(=O)C3CCCO3)CC2)cc1 (stereo not drawn)	.	-7.1	7.7	2.7	3.0	.	18.5	4.2	1.2
O=C(C1CCN(Cc2nc(-c3ccc(Cl)cc3)no2)CC1)N1CCOCC1	5.0	-2.9	-2.7	3.5	2.1	6.7	21.5	2.1	-0.7
CC1(C)NC(=O)N(CC(=O)OCc2cc(=O)n3cc(Br)ccc3n2)C1=O	0.5	-4.6	5.2	0.0	2.7	12.2	10.5	4.0	-1.3
Going on with the list:
SMILES	EBNA-1 inhibitor	ZTA DNA inh	PAFAH2 inh	LYPLA1 inh	PAFAH1B3 FP inh	GSTO1 inh	PREPL inh	LYPLA2 counter	PAD4 inh
Cc1ccc(C)c(-n2cc(CN3CCNC(=O)CC3)c(-c3ccccc3)n2)c1	-0.4	13.6	0.3	-4.3	-2.0	-4.8	3.8	0.6	-6.1
Cc1ccccc1CSCCNC(=O)COc1ccc(Cl)cc1	-1.9	-5.9	1.4	-6.1	1.4	6.7	-34.1	-4.0	-6.8
CC(=O)c1ccc(N2C(=NC(=O)COc3ccccc3)SC3CS(=O)(=O)CC32)cc1 (stereo not drawn)	1.7	-11.5	-5.7	-0.7	8.8	7.7	14.3	4.4	0.6
COc1ccc(N(CC(=O)N2CCCC2)S(C)(=O)=O)cc1	-7.8	2.5	1.8	0.5	5.2	5.4	0.3	1.8	-3.8
CCOC(=O)C1CCN(C(=O)Nc2cccc(OC)c2)CC1	-1.0	0.4	-5.8	1.4	-0.2	7.6	-0.3	-3.2	0.1
Cc1cc(C(=O)O)ccc1-n1c(C)cc(/C=C(/C#N)C(=O)Nc2ccccc2)c1C	-1.0	10.0	.	-1.0	.	-4.8	-4.9	0.2	0.2
Cc1oc(-c2cccs2)nc1CN1CCN(Cc2ccc(F)c(F)c2)C(CCO)C1 (stereo not drawn)	-2.1	-7.3	-11.8	0.6	-1.2	-2.9	-8.7	-1.5	3.1
O=C(CSc1nnnn1Cc1ccccc1)Nc1ccc2c(c1)OCO2	0.1	1.4	0.2	1.0	-4.5	4.0	-7.7	9.2	-5.8
CCOc1ccc(OCc2cccc(C(=O)N3CCOCC3)c2)cc1	11.5	1.9	7.2	1.6	3.1	0.9	-2.0	0.8	-2.1
Cn1c(=O)[nH]c(=O)c2c1nc(NCc1ccco1)n2Cc1ccccc1Cl	6.4	17.1	-0.2	0.1	5.2	4.8	9.1	1.8	2.7
CC(=O)N1[C@H](Cc2ccccc2)C=C[C@]1(C)C(=O)NCc1ccccn1	3.1	1.9	-5.4	0.9	5.2	1.2	-4.8	-0.8	1.3
COCc1cc(=O)n2[nH]c(C)c(-c3ccccc3)c2n1	-6.1	1.1	0.3	-5.6	9.9	-2.7	-9.9	-9.1	-4.9
O=C(NN=C1CCCCC1)c1cc(-c2ccccc2)n[nH]1	4.5	5.9	0.0	-10.9	0.5	-3.6	-5.0	-9.6	-5.6
S=C(NCc1ccncc1)NC1CCCC1	-1.6	1.8	-1.6	1.3	6.9	-2.4	-6.4	-4.0	-0.9
O=C(Cc1ccccc1)Oc1coc(CSc2ncccn2)cc1=O	1.9	2.7	3.0	1.3	8.9	14.3	-11.4	0.3	-3.0
CC1CN(C(=O)COC(=O)c2ccc(N(C)C)cc2)CC(C)O1 (stereo not drawn)	3.0	16.6	-0.9	-4.4	2.0	-4.5	-2.2	-1.8	-3.0
O=C(NNC(=O)c1ccccc1C(F)(F)F)c1csc(N2CCOCC2)n1	-10.6	-12.3	-1.4	6.2	-2.2	4.5	10.9	12.8	4.0
COc1ccc(CCN(C)C(=O)CNC(=O)c2ccccc2F)cc1OC	2.6	1.6	0.5	3.5	5.6	-1.7	-3.0	1.3	1.7
Cc1cnc(C(=O)OCC(=O)Nc2cc(S(=O)(=O)N3CCOCC3)ccc2Cl)cn1	.	.	12.0	.	8.4	.	4.0	.	0.8
COc1ccccc1NS(=O)(=O)c1ccc(C(=O)NCC2(N(C)C)CCCCC2)cc1	-5.1	-3.6	1.8	1.6	1.6	1.8	-2.7	3.2	4.5
CCOc1ccc2nc(NCCO)[nH]c2c1	-8.8	-13.4	7.1	1.1	0.5	-1.3	6.8	-2.0	-8.2
CC(=O)N/C(=C\c1ccccc1)C(=O)OC(C)C(=O)c1ccccc1 (stereo not drawn)	-2.2	10.5	0.8	0.2	0.7	11.5	3.1	-0.7	-1.8
COc1cccc(N2C(=O)[C@H]3C(C(=O)c4cnccn4)=NN[C@H]3C2=O)c1	-14.0	0.7	.	3.0	.	2.3	19.8	3.9	0.2
CCCCCNC(=O)CCCCn1c(=O)[nH]c2cc(OCC)c(OCC)cc2c1=O	12.8	-0.7	9.1	2.1	9.1	-5.0	20.5	7.1	4.1
Cc1ccccc1-c1nnn(Cc2cccc(S(=O)(=O)N3CCOCC3)c2)n1	.	-4.1	2.9	-1.6	6.4	.	11.3	2.6	-2.0

Profiles, looked up by structure. Order of screens: EBNA-1 inhibitor	ZTA DNA inh	PAFAH2 inh	LYPLA1 inh	PAFAH1B3 FP inh	GSTO1 inh	PREPL inh	LYPLA2 counter	PAD4 inh
`S=C(NCc1ccncc1)NC1CCCC1` in the list: -1.6	1.8	-1.6	1.3	6.9	-2.4	-6.4	-4.0	-0.9
`Cc1ccccc1-c1nnn(Cc2cccc(S(=O)(=O)N3CCOCC3)c2)n1` in the list: .	-4.1	2.9	-1.6	6.4	.	11.3	2.6	-2.0
`CCCCCNC(=O)CCCCn1c(=O)[nH]c2cc(OCC)c(OCC)cc2c1=O` in the list: 12.8	-0.7	9.1	2.1	9.1	-5.0	20.5	7.1	4.1
`CC(=O)N/C(=C\c1ccccc1)C(=O)OC(C)C(=O)c1ccccc1` (stereo not drawn) in the list: -2.2	10.5	0.8	0.2	0.7	11.5	3.1	-0.7	-1.8
`O=C(NN=C1CCCCC1)c1cc(-c2ccccc2)n[nH]1` in the list: 4.5	5.9	0.0	-10.9	0.5	-3.6	-5.0	-9.6	-5.6

More compounds follow.
SMILES	EBNA-1 inhibitor	ZTA DNA inh	PAFAH2 inh	LYPLA1 inh	PAFAH1B3 FP inh	GSTO1 inh	PREPL inh	LYPLA2 counter	PAD4 inh
O=C(c1cc(COc2ccc(F)cc2F)on1)N1CCSCC1	0.5	-11.3	5.8	-0.8	6.9	1.5	-1.6	4.4	-4.3
CCN1CCN(C(CNS(=O)(=O)c2ccc(C)cc2)c2cccnc2)CC1 (stereo not drawn)	0.8	-11.9	2.1	-0.8	-5.0	4.8	13.3	5.0	-3.3
CCOC(=O)[C@H]1[C@H]2COc3ccc(Cl)cc3[C@@H]2N2C(=O)CN(Cc3ccc(C)cc3)C(=O)[C@@]12C	.	-13.6	1.6	-1.9	2.5	.	4.6	0.5	-1.3
O=C(c1sc2ccccc2c1Cl)N(Cc1ccccc1)C1CCS(=O)(=O)C1 (stereo not drawn)	8.5	4.6	-3.2	1.1	-0.4	3.4	1.4	11.9	3.5
CCCn1c(N)c(N(CCOC)C(=O)Cc2ccc(S(=O)(=O)N3CCOCC3)s2)c(=O)[nH]c1=O	-6.0	7.1	-4.0	0.8	1.0	5.5	-7.1	7.0	-4.8
Cc1cccc(N(CC(=O)N2CCOCC2)S(C)(=O)=O)c1C	0.5	7.2	4.9	3.5	4.2	1.2	-5.7	1.8	4.9
O=C(NCc1ccco1)c1ccc2ccccc2c1	1.3	-6.5	0.9	0.4	6.4	-1.8	-1.4	-5.0	-1.4
CC(=O)N1CCC(C(=O)Nc2ccc(S(=O)(=O)N3CCC(C)CC3)cc2)CC1	1.1	15.0	8.3	-1.9	-1.7	3.3	2.3	-1.9	1.1
COc1ccc(CNS(=O)(=O)c2ccc(S(=O)(=O)NC3CC3)cc2)cc1	-19.3	-2.2	2.8	-2.3	9.5	-5.0	-15.5	-4.0	-2.8
CCCCN(C)c1c(N2CCC(C(=O)OCC)CC2)c(=O)c1=O	-4.0	-7.0	8.7	4.0	-0.7	0.1	-4.7	9.2	5.0
NCCc1nnc(SCC(=O)Nc2cccc(Cl)c2)o1	0.2	-6.9	9.1	4.3	0.9	3.0	1.7	3.6	-3.3
